Screening results deposited in PubChem by several laboratories.
mABHD4 FP – inhibits mouse alpha/beta hydrolase domain 4 | AID 720543 | purified mABHD4, FP-Rh probe fluorescence polarization | 370,000 compounds, 0.54% hits | inhibition, % at 8.92 µM;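 active = inhibition exceeding the mean over every tested compound plus 3 SD, cut at about 30% in these data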;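 note: 0% = plate median of compound wells and 100% = S159A mutant with DMSO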
Target sequence (Q8VD66 whole entry, looked up, the tested form may be a part): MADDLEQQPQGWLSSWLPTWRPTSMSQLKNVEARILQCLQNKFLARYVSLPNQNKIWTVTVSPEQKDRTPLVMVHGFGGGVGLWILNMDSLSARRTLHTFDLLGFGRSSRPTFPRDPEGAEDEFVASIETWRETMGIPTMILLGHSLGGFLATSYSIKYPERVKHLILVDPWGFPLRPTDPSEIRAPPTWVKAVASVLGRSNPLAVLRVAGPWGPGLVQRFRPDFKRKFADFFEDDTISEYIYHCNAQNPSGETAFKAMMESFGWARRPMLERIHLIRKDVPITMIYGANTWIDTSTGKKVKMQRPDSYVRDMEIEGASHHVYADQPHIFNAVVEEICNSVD
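System: mouse ABHD4 enzyme, wild type / Medium: HEPES pH 7.0, NaCl, Pluronic buffer / Reagent: FP-Rh activity-based fluorescent probe / Control set: S159A mutant high control, sample median low control / Detection: fluorescence polarization with parallel and perpendicular emission, 525/598 nm / Schedule: 45 min + 60 min at 25 °C / Compound dosing: 8.92 µM, single dose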
rCAG RNA binder – molecules binding r(CAG) RNA repeats. r(CAG) RNA repeat, TO-PRO-1 dye displacement fluorescence. AID 651821. 370,000 compounds, 1.3% hits. inhibition, % at 3 µM;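 active = inhibition above the plate cutoff, the mean of all test compounds on that plate plus 3 SD, cut at about 35% in these data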;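 note: 0% = DMSO alone and 100% = 100 µM mitoxantrone as full dye displacement; higher means more dye released from RNA so lower well fluorescence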
MBD2 DNA inh – blocks human MBD2 binding to methylated DNA. 370,000 compounds, 0.31% hits. AID 686964. TR-FRET, MBD2 binding to methylated oligonucleotide. Q9UBB5. inhibition, % at 4.4 µM; in the data active = inhibition above about 13%
UHRF1 MBD2 ctr – human UHRF1 methylated DNA binding inhibitors; Q96T88; 370,000 compounds, 0.75% hits; UHRF1 binding to methylated oligo, TR-FRET; inhibition, % at 4.4 µM; in the data active = inhibition above about 21%;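 note: UHRF1 SRA domain binding a hemimethylated CpG hairpin DNA probe; 0% = median of test compound wells and 100% = reference inhibitor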
TCR CD3 inh – human TCR-CD3 binding inhibition; TAMRA-labeled TCR probe fluorescence, biochemical; inhibition, % at 9.4 µM; 360,000 compounds, 0.37% hits; in the data active = inhibition above about 19%;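 note: recombinant mutant TCR 2C K166C tagged with TAMRA read by polarization; 0% = receptor in buffer alone and 100% = receptor with positive control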
HTRA1 inh – blocks human HTRA1 serine peptidase; Q92743; recombinant HTRA1, FP-rhodamine activity-based probe, fluorescence polarization; inhibition, % at 5.96 µM; 340,000 compounds, 0.5% hits; in the data active = inhibition above about 36%;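 note: 0% = enzyme with DMSO and 100% = wells lacking enzyme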
LEDGF integ inh – blocks HIV-1 LEDGF/p75-dependent DNA integration; TR-FRET IN-LEDGF/p75 DNA integration, Eu/Cy5; inhibition, % at 3.7 µM; 370,000 compounds, 0.64% hits; AID 743269;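 active = inhibition above the screen-wide mean plus 3 SD, cut at about 13% in these data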;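 note: signal is the Cy5 over europium emission ratio at 671 and 618 nm; 0% = plate median of compound wells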
PRMT1 inh – blocks human protein arginine methyltransferase 1 | recombinant PRMT1, activity-based probe fluorescence polarization | AID 652257 | 370,000 compounds, 1.3% hits | inhibition, % at 2.79 µM;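 active = inhibition above about 21% made by adding two undisclosed values, limit read from the data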
Target sequence (Q99873 whole entry, looked up): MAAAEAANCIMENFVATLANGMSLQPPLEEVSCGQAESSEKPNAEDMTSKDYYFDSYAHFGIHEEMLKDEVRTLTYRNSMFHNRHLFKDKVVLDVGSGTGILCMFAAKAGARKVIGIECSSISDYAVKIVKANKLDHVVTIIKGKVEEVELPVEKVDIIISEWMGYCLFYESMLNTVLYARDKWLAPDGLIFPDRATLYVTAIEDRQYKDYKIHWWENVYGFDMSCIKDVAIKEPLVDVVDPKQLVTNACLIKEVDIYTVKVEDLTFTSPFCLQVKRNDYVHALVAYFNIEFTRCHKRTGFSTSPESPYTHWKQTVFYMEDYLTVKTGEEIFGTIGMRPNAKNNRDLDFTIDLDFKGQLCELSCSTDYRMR
NR1D1 modulator – modulates human Rev-erb alpha binding to DNA; P20393; Rev-erbα–FITC-DNA binding, fluorescence polarization, 90 min; activity, % at 10 µM; 370,000 compounds, 0.79% hits; AID 1259318;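 active = activity above about 14%, limit read from the data; passing the limit was not always enough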;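 note: 0% = DMSO wells with 35 nM protein and 100% = DMSO wells with 750 nM protein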
PG9 Ab binder – PG9 antibody binding by small molecule. TR-FRET gp120-PG9 antibody binding. inhibition, % at 6.7 µM. 360,000 compounds, 0.43% hits; in the data active = inhibition above about 8.5%
Active calls of the source: *; . = no result given. A portion of the library; the hit share may differ from the screen's.

no.	SMILES	NR1D1 modulator	LEDGF integ inh	HTRA1 inh	rCAG RNA binder	mABHD4 FP
1	CC(=O)N1CCC(N2CCN(Cc3ccc(C)cc3)C(CCO)C2)CC1 (stereo unspecified)	3.5	-3.5	3.6	-3.5	0.2
2	Cc1ccc(S(=O)(=O)NCCCc2ccc3c(c2)[C@]2(CCC[C@@H](OCc4ccccc4)[C@@H]2NC(=O)CCc2ccccc2)C(=O)N3Cc2ccccc2)cc1	1.2	3.2	.	11.3	-2.9
3	CCOC(=O)C1CCN(C(=O)N2CCOCC2)CC1	-3.7	1.0	-0.4	1.6	3.7
4	CNC(=O)c1c(Br)cnn1-c1ccc(C)cc1	-1.7	0.1	2.0	0.9	0.9
5	Cc1ccc(CN2CC(C(=O)N3CCN(S(=O)(=O)c4ccccc4)CC3)CC2=O)cc1 (stereo unspecified)	3.0	2.0	4.6	-3.5	-1.1
6	Cc1ccc2c(ccc(=S)n2C)c1	3.2	0.1	5.4	2.7	0.7
7	CCCOc1ccccc1C(=O)N(Cc1cccc(Br)c1)C1CCS(=O)(=O)C1 (stereo unspecified)	-4.3	-0.5	-3.4	-6.9	5.5
8	COc1ccc(S(=O)(=O)N2CCC(C(=O)NCCC(=O)NCCc3cccc(F)c3)CC2)cc1	0.1	2.0	-3.0	0.7	-6.2
9	CCOc1cc(N2CCOCC2)c(OCC)cc1NC(=O)CN1C(=O)NC2(CCc3ccccc32)C1=O (stereo unspecified)	3.2	2.3	3.2	4.7	-2.6
10	O=C(NC1CCCCCCC1)c1ccccc1O	-4.5	0.6	-7.8	1.2	-4.3
11	O=C(CSc1nc2ccc(Cl)cc2[nH]1)c1cccs1	0.8	1.1	-31.1	10.6	-4.4
12	CN(C)CCCC(C)(O)C(Cc1ccccc1)c1ccccc1 (stereo unspecified)	1.6	-4.7	5.3	2.1	11.0

no.	TCR CD3 inh	MBD2 DNA inh	PG9 Ab binder	UHRF1 MBD2 ctr	PRMT1 inh
1	0.6	-0.3	-0.9	-1.6	-3.5
2	.	1.9	.	1.4	-4.0
3	8.4	-1.6	0.4	0.0	1.0
4	-1.2	0.9	-1.3	-2.1	1.5
5	1.5	-0.8	-0.9	9.2	-0.6
6	3.7	-4.1	7.4	-4.6	1.9
7	-2.8	0.4	0.5	-1.4	-1.8
8	0.2	-3.2	0.3	-1.4	-1.7
9	-7.8	0.6	-0.5	4.8	2.5
10	-1.6	-2.0	0.8	-2.8	-3.4
11	0.2	0.7	-0.9	-4.1	0.3
12	-2.8	4.8	-0.9	3.0	1.1

Additional records:
no.	SMILES	NR1D1 modulator	LEDGF integ inh	HTRA1 inh	rCAG RNA binder	mABHD4 FP
13	CC1Cc2cc(S(=O)(=O)N3CCN(c4ccccc4F)CC3)ccc2N1C(=O)C1CC1 (stereo unspecified)	1.9	0.1	-4.9	1.1	6.1
14	CN1N=C(C(C)(C)C)CC1=O	4.7	-3.3	.	-4.7	2.6
15	COc1ccc(NC(=S)Nc2ccccc2SC)c(OC)c1	1.3	1.8	4.1	0.0	4.6
16	Cc1ccc(NC(=S)NCCN2CCOCC2)cc1C	2.4	-2.4	2.2	0.7	4.8
17	CC1CN(Cc2cn(C)nc2-c2ccc(Oc3ccccc3)cc2)CCN1C (stereo unspecified)	5.8	6.2	3.0	-8.5	3.9
18	CCN(CC(=O)Nc1ccccc1OC)C(=O)C1CCCC1	2.7	0.9	3.4	1.6	-1.4
19	COc1ccc(-c2sc3ccc(N4CCOCC4)cc3c2C#CC2(O)CCCCC2)cc1	5.2	1.1	-8.9	9.7	22.0
20	O=C(NCC1CCCO1)c1cccc(-n2cnnn2)c1 (stereo unspecified)	0.3	1.6	6.5	1.6	5.5
21	Cn1cc(S(=O)(=O)Nc2cccc(F)c2)c(=O)n(C)c1=O	-5.6	0.5	6.8	2.3	2.9
22	COc1ccc(NC(=O)c2ccc(-n3cncn3)c([N+](=O)[O-])c2)cc1	2.5	-2.4	-0.1	0.8	3.0
23	CCOc1ccccc1NC(=O)C(CC)Sc1nc2ccsc2c(=O)n1CCC(=O)O (stereo unspecified)	3.4	0.8	-0.9	20.4	-4.2
24	Cc1onc(-c2ccccc2)c1-c1nnc(CN2CCN(S(=O)(=O)c3ccccc3F)CC2)o1	-4.5	-2.0	-6.6	-1.1	-1.4
25	Nc1ccccc1-c1ccccc1N	1.7	-1.9	4.8	-5.8	-5.0

no.	TCR CD3 inh	MBD2 DNA inh	PG9 Ab binder	UHRF1 MBD2 ctr	PRMT1 inh
13	-7.6	1.6	-0.7	0.0	-0.8
14	-9.9	-1.0	1.1	-6.3	-6.3
15	-1.3	6.7	2.0	4.3	-4.2
16	3.7	-1.8	2.7	7.0	-0.5
17	0.5	-8.4	-1.1	-2.5	-2.5
18	-0.4	-6.0	0.5	-0.2	-2.9
19	9.5	-6.8	-1.8	-2.6	-2.4
20	6.1	-0.6	-0.2	2.4	-0.4
21	1.6	-0.7	0.2	-0.5	0.9
22	5.6	2.8	-1.2	-0.9	-1.9
23	3.7	-3.1	-2.1	-1.5	-1.3
24	6.4	1.1	-0.2	-1.2	-2.2
25	4.9	-6.5	0.5	-0.6	2.8

Another view of part of the listing above:
Every second line gives: NR1D1 modulator | LEDGF integ inh | HTRA1 inh | rCAG RNA binder | mABHD4 FP | TCR CD3 inh | MBD2 DNA inh | PG9 Ab binder | UHRF1 MBD2 ctr | PRMT1 inh
16. Cc1ccc(NC(=S)NCCN2CCOCC2)cc1C
→ 2.4 | -2.4 | 2.2 | 0.7 | 4.8 | 3.7 | -1.8 | 2.7 | 7.0 | -0.5
17. CC1CN(Cc2cn(C)nc2-c2ccc(Oc3ccccc3)cc2)CCN1C (stereo unspecified)
→ 5.8 | 6.2 | 3.0 | -8.5 | 3.9 | 0.5 | -8.4 | -1.1 | -2.5 | -2.5
18. CCN(CC(=O)Nc1ccccc1OC)C(=O)C1CCCC1
→ 2.7 | 0.9 | 3.4 | 1.6 | -1.4 | -0.4 | -6.0 | 0.5 | -0.2 | -2.9
19. COc1ccc(-c2sc3ccc(N4CCOCC4)cc3c2C#CC2(O)CCCCC2)cc1
→ 5.2 | 1.1 | -8.9 | 9.7 | 22.0 | 9.5 | -6.8 | -1.8 | -2.6 | -2.4
20. O=C(NCC1CCCO1)c1cccc(-n2cnnn2)c1 (stereo unspecified)
→ 0.3 | 1.6 | 6.5 | 1.6 | 5.5 | 6.1 | -0.6 | -0.2 | 2.4 | -0.4
21. Cn1cc(S(=O)(=O)Nc2cccc(F)c2)c(=O)n(C)c1=O
→ -5.6 | 0.5 | 6.8 | 2.3 | 2.9 | 1.6 | -0.7 | 0.2 | -0.5 | 0.9
22. COc1ccc(NC(=O)c2ccc(-n3cncn3)c([N+](=O)[O-])c2)cc1
→ 2.5 | -2.4 | -0.1 | 0.8 | 3.0 | 5.6 | 2.8 | -1.2 | -0.9 | -1.9
